SENP8 block-1 = human SENP8 protease inhibitors, primary screen, biochemical, fluorescence, Nedd8 protein substrate, uHTS; Sentrin-specific protease 8 (Homo sapiens), Q96LD8; recombinant SENP8; inhibition, % at 20 µM; hit rate 0.64% among 360,000; AID 602440, 2012; in the data active = inhibition mostly above about 40%, no sharp cut-off; inactive = mostly below about 27%
SENP6 inh = SENP6 protease inhibitors, primary screen, biochemical, luminescence, uHTS; hit rate 1.8% among 330,000; inhibition, % at 10 µM; AID 2599, 2010; Recombinant SENP6 catalytic domain, aminoluciferin luminescence; Sentrin-specific protease 6 (Homo sapiens), Q9GZR1;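 active = inhibition above about 50% at the single tested dose, limit read from the data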;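 note: plate controls were DMSO wells with enzyme for no effect and DMSO wells lacking enzyme for full effect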
Target sequence (Q9GZR1 628-1112 limits assumed): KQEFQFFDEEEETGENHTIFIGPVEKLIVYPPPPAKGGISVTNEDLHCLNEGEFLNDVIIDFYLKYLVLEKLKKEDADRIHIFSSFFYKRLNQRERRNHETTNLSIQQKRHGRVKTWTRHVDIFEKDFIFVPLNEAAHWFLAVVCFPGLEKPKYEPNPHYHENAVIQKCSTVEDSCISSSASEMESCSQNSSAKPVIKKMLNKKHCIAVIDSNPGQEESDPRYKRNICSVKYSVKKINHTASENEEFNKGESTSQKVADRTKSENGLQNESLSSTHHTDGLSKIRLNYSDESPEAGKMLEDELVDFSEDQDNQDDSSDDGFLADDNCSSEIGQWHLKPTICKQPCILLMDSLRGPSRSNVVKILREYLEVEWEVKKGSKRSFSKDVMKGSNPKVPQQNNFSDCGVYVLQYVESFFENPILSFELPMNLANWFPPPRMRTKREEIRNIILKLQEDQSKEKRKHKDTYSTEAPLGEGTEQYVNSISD
PfGluPho inh = PfG6PD enzyme inhibitors, primary screen, biochemical, fluorescence intensity, uHTS | hit rate 0.78% among 350,000 | inhibition, % at 20 µM | AID 504690, 2011 | PfGluPho enzyme, NADPH resazurin-diaphorase fluorescence | glucose-6-phosphate dehydrogenase-6-phosphogluconolactonase (Plasmodium falciparum 3D7);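 active = inhibition reaching at least a set limit at 20 µM in the primary screen, cut at about 59% in these data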;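 note: 0% = DMSO wells with substrate and 100% = DMSO wells lacking glucose-6-phosphate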
HKDC1 inhibitor = HKDC1 hexokinase inhibitors, primary screen, biochemical, fluorescence, uHTS. recombinant HKDC1, G6PDH/diaphorase resazurin coupled fluorescence. inhibition, % at 20 µM. hit rate 0.16% among 340,000;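 active = inhibition above about 35% when tested at 20 µM, limit read from the data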;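 note: plate controls were DMSO wells with enzyme for no effect and DMSO wells lacking enzyme for full effect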
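Assay system – recombinant HKDC1 (HK5) hexokinase enzyme, produced in-house · Input – HKDC1 at 5 µg/mL · Reagent – glucose plus 1 mM ATP as hexokinase substrates · Timing – 90 min reaction incubation at room temperature, dark · Measured by – G6PDH/diaphorase-coupled fluorescence, 1 mM NADP, 100 µM resazurin, 525/613 nm · Benchmarks – DMSO-enzyme wells negative, buffer-substituted wells positive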
SENP8 block-2 = SENP8 protease inhibitors, primary screen, biochemical, luminescence; purified SENP8, Z-RLRGG-aminoluciferin cleavage; inhibition, % at 10 µM; hit rate 1.2% among 330,000; AID 2540, 2010; in the data active = inhibition above about 50%
Apaf-1 inh = inhibitors of human Apaf-1 apoptosome, primary screen, biochemical, DEVD-Rh110 fluorescence, uHTS; hit rate 0.71% among 330,000; Apoptotic protease-activating factor 1 (Homo sapiens), O14727; inhibition, % at 20 µM; reconstituted apoptosome caspase-3 activity; active = inhibition of at least 40% at 20 µM;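 note: plate controls were DMSO wells for no effect and DEVD-CHO caspase inhibitor wells for full effect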
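detection = Rh110 fluorescence intensity | test system = biochemical Apaf-1 apoptosome reconstitution | also added = cytochrome c and DEVD-Rh110 substrate | schedule = 30 min plus 50 min, RT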
SENP1 inh = human SENP1 catalytic domain inhibitors, primary screen, biochemical, FRET, uHTS; Sentrin-specific protease 1 (Homo sapiens), Q9P0U3; recombinant SENP1 catalytic domain, CyPet-SUMO1-YPet FRET cleavage; inhibition, % at 10 µM; hit rate 0.21% among 360,000;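 active = inhibition at least 30% at 10 µM, raw YFP signal under a set limit, fluorescence ratio 0.5 to 1.5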;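 note: 0% = enzyme with DMSO and 100% = no enzyme wells; some results filed as inactive read as strong as hits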
Target sequence (Q9P0U3 419-644 limits assumed): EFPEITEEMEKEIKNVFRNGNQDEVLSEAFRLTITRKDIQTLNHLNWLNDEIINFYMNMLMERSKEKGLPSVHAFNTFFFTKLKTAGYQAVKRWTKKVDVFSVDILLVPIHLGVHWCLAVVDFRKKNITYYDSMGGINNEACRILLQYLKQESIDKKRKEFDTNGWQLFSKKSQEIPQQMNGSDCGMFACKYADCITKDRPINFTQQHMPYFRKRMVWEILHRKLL
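material = recombinant human SENP1 catalytic domain, His6-tagged | quantity = 20 pM enzyme | reagent = 25 nM SUMO1 FRET substrate | compound dosing = 10 µM single point, 0.5% DMSO | timing = 50 min enzyme reaction, room temperature, light-protected | detection = FRET, CFP and YFP emission | control set = no-enzyme low, enzyme-DMSO high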
SENP7 block = SENP7 protease inhibitors, primary screen, biochemical, luminescence, uHTS; recombinant SENP7, Z-RLRGG-aminoluciferin luminescence, 40 min; inhibition, % at 5 µM; hit rate 1.5% among 330,000;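 active = inhibition above about 50% at the single test dose, limit read from the data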;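 note: plate controls were DMSO with enzyme for no effect and no enzyme buffer wells for full effect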
Target sequence (Q9BQF6 706-1050 limits assumed): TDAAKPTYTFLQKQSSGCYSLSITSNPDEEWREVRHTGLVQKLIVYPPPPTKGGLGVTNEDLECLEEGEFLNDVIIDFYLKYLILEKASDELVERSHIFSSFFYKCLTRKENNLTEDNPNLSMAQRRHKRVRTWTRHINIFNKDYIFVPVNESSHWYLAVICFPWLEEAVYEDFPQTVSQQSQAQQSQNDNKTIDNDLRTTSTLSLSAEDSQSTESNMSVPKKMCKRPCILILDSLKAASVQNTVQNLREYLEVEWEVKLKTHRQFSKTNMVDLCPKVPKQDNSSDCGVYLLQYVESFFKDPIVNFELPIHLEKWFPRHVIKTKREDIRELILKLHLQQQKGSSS
NALP3 yeast inh = NALP3 inflammasome inhibitors in reconstituted yeast, primary screen, luminescence, uHTS. Yeast reconstituted NLRP3/ASC/caspase-1, beta-gal luminescence, 24 h. AID 2825, 2010. hit rate 0.39% among 330,000. inhibition, % at 10 µM;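 active = inhibition of 50% or more; inactive = inhibition below 50%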;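 note: plate controls were induced DMSO wells for no effect and uninduced yeast grown without galactose for full effect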
Active calls of the source: *; i = inactive; · = not tested or not shown.

SMILES | SENP8 block-1 | SENP6 inh | PfGluPho inh | HKDC1 inhibitor | SENP8 block-2 | Apaf-1 inh | SENP1 inh | SENP7 block | NALP3 yeast inh
N#CC1=C(N)SC(N)=C(C#N)C1C1C=CCCC1 (stereo not drawn) | -10 | 7 | 15 | -3 | -4 | 13 | -28 | 9 | 19
O=C(NCc1ccc(Cl)cc1)c1ccc(S(=O)(=O)N2CCCCC2)cc1 | 3 | -13 | -4 | -6 | -6 | 12 | 2 | -13 | 7
Cn1cc(C(=O)C(=O)N2CCCC2)c2ccccc21 | 15 | 4 | -15 | -6 | -4 | -11 | 2 | -7 | 18
COc1ccc(S(=O)(=O)N2CCCC(C(=O)NCc3ccc4c(c3)OCO4)C2)cc1 (stereo not drawn) | 15 | 1 | 1 | -5 | 3 | -2 | 1 | -8 | 15
Cc1cccn2c(=O)c(C=O)c(N3CCN(c4ccc(F)cc4)CC3)nc12 | -8 | -11 | -6 | 3 | 3 | 11 | -7 | 6 | 23
CC1(C)CC(CC(=O)Nc2nccs2)(c2ccccc2)CCO1 (stereo not drawn) | 19 | 11 | 7 | 0 | -9 | 0 | 3 | -11 | 29
Cc1cccc(Nc2nccc(N(C)C)c2C#N)c1 | 2 | -22 | -10 | -1 | 0 | -5 | -1 | 7 | -8
C=CCOC(=O)COc1ccc2c(C)c(C)c(=O)oc2c1C | -123 | -11 | -27 | 14 | -11 | 5 | 2 | -4 | -25
CCCCNC(=O)CSc1nc2ccccc2c(=O)n1C1CCCC1 | 9 | 4 | -9 | 5 | -7 | 3 | 3 | 11 | 4
Cc1c(-c2ccc(F)cc2)nc(N)c(C#N)c1-c1cccs1 | -238 | 2 | -5 | -6 | -1 | 18 | 3 | 7 | 18
COc1ccc(C(=O)Cc2cc(OC)c(OC)cc2[N+](=O)[O-])cc1 | 4 | -26 | 15 | -10 | 5 | -29 | 1 | 10 | 13
COc1ccc(Cl)cc1NC(=O)CN(C)C(=O)c1cc2ccccc2cc1O | -37 | -8 | 22 | 2 | -13 | 17 | -1 | -10 | 20
O=C(Cc1ccccc1)OCC(=O)c1cccc([N+](=O)[O-])c1 | 13 | 2 | 2 | -4 | 1 | -4 | 2 | -13 | -1
Cn1nnnc1SCC(=O)Nc1ccccc1Cc1ccccc1 | 19 | -3 | 6 | 5 | -12 | 3 | -2 | -11 | -9
O=C(O)c1ccc(NC2OC[C@@H](O)[C@H](O)[C@H]2O)cc1 (stereo partly drawn) | 11 | -10 | -13 | 6 | -6 | 15 | 0 | -7 | -3
Cc1cc(OC(C)C)c2c(-c3ccccc3)cc(=O)oc2c1 | -104 | -1 | -14 | 1 | -2 | 15 | 3 | 9 | 33
CC(C)Cn1c(N)c(C(=O)CSc2nnc(-c3ccco3)n2C)c(=O)n(C)c1=O | 5 | -11 | -2 | -4 | 3 | -2 | 1 | 4 | 18
CS(=O)(=O)c1ccccc1C(=O)Nc1ccc2sccc2c1 | 6 | -2 | 9 | 2 | -3 | 0 | -1 | 1 | 12
O=C(CCNS(=O)(=O)c1ccc2[nH]c(=O)oc2c1)NCc1ccc(F)cc1 | 9 | 5 | -6 | -6 | 0 | 6 | -1 | -1 | 7
O=C(C[C@@H]1C/C=C\C[C@H](NC(=O)OCC2c3ccccc3-c3ccccc32)C(=O)OC[C@@H]2CCCN2C1=O)N[C@H](CO)Cc1ccccc1 | 12 | 0 | 13 | -4 | 4 | 9 | -4 | 2 | 8
COC(=O)C1C(O)=C(C=Nc2ccccc2)C(=O)CC1(C)C (stereo not drawn) | -8 | -28 | 9 | -1 | -11 | 1 | 1 | -5 | 3
CCOC(=O)c1c(/N=C/c2cccc([N+](=O)[O-])c2O)sc2c1CCC2 | 18 | -14 | 20 | 2 | 0 | -8 | -9 | 4 | 17
CCCCNC(=S)N1CCN(c2nc3ccccc3s2)CC1 | 7 | -5 | 5 | -8 | -5 | -7 | -1 | -6 | 11
O=C(NCCc1ccccc1)c1ccncc1 | · | -2 | · | · | 0 | -4 | · | 1 | 9

Taken from above.
Result of O=C(Cc1ccccc1)OCC(=O)c1cccc([N+](=O)[O-])c1 in SENP7 block: -13
Result of CC(C)Cn1c(N)c(C(=O)CSc2nnc(-c3ccco3)n2C)c(=O)n(C)c1=O in Apaf-1 inh: -2

Next part
SMILES | SENP8 block-1 | SENP6 inh | PfGluPho inh | HKDC1 inhibitor | SENP8 block-2 | Apaf-1 inh | SENP1 inh | SENP7 block | NALP3 yeast inh
COCCNC(=O)C(c1cccnc1)N(Cc1ccc(C)cc1)C(=O)Cn1nnc2ccccc21 (stereo not drawn) | 16 | 1 | 12 | 6 | -6 | -5 | 1 | 6 | 18
Cc1cc(-c2cc(C)c(N)cc2C)c(C)cc1N | 8 | · | 4 | -5 | · | · | 4 | · | ·
COc1cccc2c(=O)n(CC(=O)N3CCCCC3)ccc12 | -39 | 4 | 17 | -6 | -12 | -2 | 2 | 14 | 12
CC(C)CCC(C)N=Cc1c(O)n(Cc2ccccc2)c(=O)c2ccccc12 (stereo not drawn) | -94 | 21 | -1 | 0 | 23 | 60* | -8 | 42 | 24
COc1ccc(CN(C(=O)COc2ccc(C)c(C)c2)C2CCS(=O)(=O)C2)cc1OC (stereo not drawn) | 7 | -2 | -2 | -6 | 6 | -7 | -3 | -1 | -7
O=C(COC(=O)/C=C/c1ccc(Cl)cc1Cl)NCC1CCCO1 (stereo not drawn) | 9 | -4 | -3 | 5 | -7 | 17 | 4 | 2 | -2
Cc1cccc(NC(=S)NC(=O)c2ccc(Br)o2)c1C | 9 | -2 | 17 | -6 | 2 | -8 | -6 | 3 | 45
COc1ccc(CCNC(=O)C2CCCN(c3nc4ccccc4s3)C2)cc1OC (stereo not drawn) | 3 | -8 | 11 | -6 | -3 | 11 | 5 | -6 | 26
O=C1c2ccccc2/C(=C\c2ccc3[nH]ccc3c2)N1c1ccccc1 | i | 0 | 20 | -1 | 3 | 12 | -34 | -4 | -14
CN(Cc1ccccc1)C(=O)COC(=O)c1ccc2c(c1)OCO2 | 25 | 1 | -4 | -4 | -2 | 5 | 6 | 2 | 11
COC(=O)c1ccc2c(=O)n(CCCCCC(=O)NCc3ccccn3)c(=O)[nH]c2c1 | -267 | 1 | -11 | 2 | 4 | 5 | -1 | -3 | -2
CC(=O)c1c(C)nc(-c2ccc(OCC(=O)Nc3cccc(C)c3C)cc2)n1O | -12 | 5 | 10 | 7 | 1 | 3 | -1 | 3 | 10
O=C(NCCCn1ccnc1)C1CCCN(S(=O)(=O)c2cc(Cl)ccc2Cl)C1 (stereo not drawn) | 4 | -20 | -8 | -3 | 3 | 5 | -2 | 5 | 10
COc1cccc(C(=O)NCC(=O)OCC(=O)c2ccccc2)c1 | 2 | 12 | -3 | -2 | -7 | -7 | -1 | 4 | 12
CC(=O)c1c(N2CCN(C)CC2)nc(=S)n(Cc2ccccc2)c1C | 8 | 0 | 5 | -5 | 1 | 3 | -18 | 0 | 3
Cc1cc(=O)nc2c3ccccc3n(CC(=O)NCCCN3CCCCC3C)n12 (stereo not drawn) | -19 | -11 | -4 | -2 | -13 | 8 | -2 | -9 | 5
COc1ccc(C(=O)CSc2nc3nc(C)cc(C)n3n2)cc1OC | 0 | -38 | 7 | 2 | 8 | -10 | 2 | 4 | 3
Cc1cccc(/C(N)=N/OC(=O)c2ccc(F)cc2)c1 | 11 | 98* | -1 | -1 | 96* | 12 | 0 | 99* | 14
FC(F)(F)c1ccc(CSc2nccn2-c2ccccc2)cc1 | 10 | 12 | 15 | 4 | 5 | 7 | 2 | 0 | 6
CCC1Sc2ccc(S(=O)(=O)CCC(=O)Nc3ccc(NC(C)=O)cc3)cc2NC1=O (stereo not drawn) | 9 | -6 | -4 | 0 | 1 | -9 | 1 | 18 | 3
O=C(Oc1ccccc1)c1c(Cl)cccc1P(=O)(O)O | 16 | -7 | -7 | 10 | 0 | 4 | 0 | -1 | 9
COc1ccc(C(CC(=O)NCCCN2CCOCC2)NS(=O)(=O)c2ccc(C)cc2)cc1 (stereo not drawn) | 16 | 1 | 7 | -7 | -10 | -1 | 1 | -8 | 6

Entries above with a halogen (eleven):
SMILES | SENP8 block-1 | SENP6 inh | PfGluPho inh | HKDC1 inhibitor | SENP8 block-2 | Apaf-1 inh | SENP1 inh | SENP7 block | NALP3 yeast inh
O=C(NCc1ccc(Cl)cc1)c1ccc(S(=O)(=O)N2CCCCC2)cc1 | 3 | -13 | -4 | -6 | -6 | 12 | 2 | -13 | 7
Cc1cccn2c(=O)c(C=O)c(N3CCN(c4ccc(F)cc4)CC3)nc12 | -8 | -11 | -6 | 3 | 3 | 11 | -7 | 6 | 23
Cc1c(-c2ccc(F)cc2)nc(N)c(C#N)c1-c1cccs1 | -238 | 2 | -5 | -6 | -1 | 18 | 3 | 7 | 18
COc1ccc(Cl)cc1NC(=O)CN(C)C(=O)c1cc2ccccc2cc1O | -37 | -8 | 22 | 2 | -13 | 17 | -1 | -10 | 20
O=C(CCNS(=O)(=O)c1ccc2[nH]c(=O)oc2c1)NCc1ccc(F)cc1 | 9 | 5 | -6 | -6 | 0 | 6 | -1 | -1 | 7
O=C(COC(=O)/C=C/c1ccc(Cl)cc1Cl)NCC1CCCO1 (stereo not drawn) | 9 | -4 | -3 | 5 | -7 | 17 | 4 | 2 | -2
Cc1cccc(NC(=S)NC(=O)c2ccc(Br)o2)c1C | 9 | -2 | 17 | -6 | 2 | -8 | -6 | 3 | 45
O=C(NCCCn1ccnc1)C1CCCN(S(=O)(=O)c2cc(Cl)ccc2Cl)C1 (stereo not drawn) | 4 | -20 | -8 | -3 | 3 | 5 | -2 | 5 | 10
Cc1cccc(/C(N)=N/OC(=O)c2ccc(F)cc2)c1 | 11 | 98* | -1 | -1 | 96* | 12 | 0 | 99* | 14
FC(F)(F)c1ccc(CSc2nccn2-c2ccccc2)cc1 | 10 | 12 | 15 | 4 | 5 | 7 | 2 | 0 | 6
O=C(Oc1ccccc1)c1c(Cl)cccc1P(=O)(O)O | 16 | -7 | -7 | 10 | 0 | 4 | 0 | -1 | 9

Results in HKDC1 inhibitor and SENP6 inh (2 entries from above):
SMILES | HKDC1 inhibitor | SENP6 inh
CCC1Sc2ccc(S(=O)(=O)CCC(=O)Nc3ccc(NC(C)=O)cc3)cc2NC1=O (stereo not drawn) | 0 | -6
Cc1cccc(/C(N)=N/OC(=O)c2ccc(F)cc2)c1 | -1 | 98*

This is a random part of the collection, and some 4.1% of all compounds hit somewhere here.
